NPC1 promoter act = NPC1 promoter activation. Huh7 NPC1 promoter luciferase reporter, 24 h. Potency, µM (series often up to 9.22 µM), for inactives: top-dose activation, hits mostly activators. actives 2.4% (n = 320,000). AID 485313;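 further: % of control where 0% means no effect; nearly all actives have a fitted effect of over 60% in size; reporter is driven by a mutant NPC1 promoter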
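Compounds in DMSO were transferred onto Huh7 NPC1-luciferase reporter cells pre-incubated 2 h; after 24 h at 37 °C, Amplite reagent was dispensed and luminescence recorded 10 min later.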
ELG1 genotox = inducers of genotoxicity in HEK293T ELG1-luciferase cells. HEK293T ELG1-luciferase reporter, luminescence, 16 h. Potency, µM (top dose mostly 46 µM), inactives show at the highest dose activity change, positive = activation, most hits filed as activators. actives 1.3% (n = 330,000). AID 504466; further: % of control where 0% means no effect; nearly all actives have a fitted effect of over 60% in size
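Genotoxic stress is detected as increased luminescence from luciferase-tagged ELG1 in HEK293T cells, measured with ONE-Glo after a 16 hr treatment at 37 °C.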
MBNL1 CUG block = inhibitors of human MBNL1 binding to CUG repeat RNA; Q9NR56; TR-FRET MBNL1-His/biotin-(CUG)12 binding, 665/545 ratio; Potency, µM (titrated, usually from 57.5 µM), for the others: top-dose activity change, negative = inhibition, most hits filed as inhibitors; actives 0.036% (n = 280,000); AID 2675; active means well fitted inhibition curve with a large enough effect in the signal ratio, with a control signal flat, not every such curve was filed as active; inconclusive means small, poorly fitted or top-dose-only effect, or effect the other way, or a change in a side signal; inactive means no such curve, though single readings can be large or run the other way; the % refers to the signal ratio; further: on the % scale 0 is the no-effect control and ±100 the full control effect
Target sequence (Q9NR56 whole entry, looked up): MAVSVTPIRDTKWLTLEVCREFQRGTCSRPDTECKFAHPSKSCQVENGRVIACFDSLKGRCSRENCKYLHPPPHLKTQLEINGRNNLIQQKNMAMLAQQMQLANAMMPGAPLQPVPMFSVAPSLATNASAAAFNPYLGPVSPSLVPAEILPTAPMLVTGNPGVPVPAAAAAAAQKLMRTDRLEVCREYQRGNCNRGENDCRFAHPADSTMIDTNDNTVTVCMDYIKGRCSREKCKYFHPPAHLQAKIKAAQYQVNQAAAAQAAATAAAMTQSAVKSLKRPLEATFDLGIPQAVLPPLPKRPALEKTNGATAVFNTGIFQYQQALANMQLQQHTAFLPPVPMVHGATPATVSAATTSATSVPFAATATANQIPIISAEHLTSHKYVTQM
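Inhibition of protein-RNA binding appears as loss of TR-FRET between terbium anti-His antibody on MBNL1-His and streptavidin-XL665 on biotin-(CUG)12. Activity is normalized to buffer-only and uninhibited-complex controls.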
VP16 counter = Gal4-VP16 reporter inhibition counter-screen | actives 3.5% (n = 310,000) | Drosophila S2 Gal4-VP16 UAS-luciferase, luminescence, 20 h | Potency, µM (titrated, usually from 53.6 µM), inactives show top-dose activity, negative = inhibition, actives largely listed as inhibitors;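 further: Gal4-VP16 expression switched on by copper sulfate through the metallothionein promoter; on the % scale 0 is the no-effect control and ±100 the full control effect; nearly all actives have a fitted effect of over 50% in size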
FLuc modulator = inhibits or activates purified firefly luciferase, miR-21 counter-screen | P08659 | purified FLuc, Km substrates, luminescence inhibition | Potency, µM (doses to about 57.5 µM), for inactives: top-dose activity change, negative = inhibition, actives largely listed as inhibitors | actives 6.9% (n = 360,000) | AID 588342;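 further: plate controls were vehicle for no effect and reference inhibitor for full effect; nearly all actives have a fitted effect of over 55% in size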
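Purified P. pyralis luciferase, 10 nM final, with Km-level 10 uM D-luciferin and 10 uM ATP in 50 mM Tris acetate pH 7.5, 10 mM Mg acetate, 0.01% Tween-20, 0.05% BSA; 6-point qHTS titration about 60 µM downward; luminescence read.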
uPA generation = inhibitors of cell surface uPA generation; Potency, µM (highest dose often 38.3 µM), without a hit: at the top dose activity change, negative = inhibition, actives largely listed as inhibitors; cell surface uPA generation assay, qHTS; actives 0.31% (n = 330,000); active means well fitted inhibition curve with a large enough effect; inconclusive means small, poorly fitted or top-dose-only effect; inactive means no such curve, though single readings can be large or run the other way; tested in mouse RAW 264.7 cells; further: on the % scale 0 is the no-effect control and ±100 the full control effect; nearly all actives have a fitted effect of over 55% in size
p53 reactivator = restores transcriptional activity of mutant p53; H1299 p53-A138V BP100-luciferase reporter, luminescence, 24 h; AID 504706; actives 0.063% (n = 320,000); Potency, µM (top dose mostly 92.2 µM), inactives show top-dose activity change, positive = activation, actives largely listed as activators; further: % of control where 0% means no effect; nearly all actives have a fitted effect of over 45% in size
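p53-null H1299 cells stably carrying temperature-sensitive p53-A138V and a BP100-luciferase reporter were pinned with compounds (4-point, 1:5 series) and held 24 hrs at 37 deg C. Luminescence was read 10 min after detection reagent.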
RORg inh = blocks mouse ROR gamma transcriptional activity | P51450 | Drosophila S2 Gal4-RORgamma UAS-luciferase reporter, 20 h | Potency, µM (series often up to 53.6 µM), inactives show at the top dose activity change, negative = inhibition, hits mostly inhibitors | actives 5.4% (n = 310,000); further: on the % scale 0 is the no-effect control and ±100 the full control effect; nearly all actives have a fitted effect of over 60% in size
Target sequence (P51450 whole entry, looked up, the tested form may be a part): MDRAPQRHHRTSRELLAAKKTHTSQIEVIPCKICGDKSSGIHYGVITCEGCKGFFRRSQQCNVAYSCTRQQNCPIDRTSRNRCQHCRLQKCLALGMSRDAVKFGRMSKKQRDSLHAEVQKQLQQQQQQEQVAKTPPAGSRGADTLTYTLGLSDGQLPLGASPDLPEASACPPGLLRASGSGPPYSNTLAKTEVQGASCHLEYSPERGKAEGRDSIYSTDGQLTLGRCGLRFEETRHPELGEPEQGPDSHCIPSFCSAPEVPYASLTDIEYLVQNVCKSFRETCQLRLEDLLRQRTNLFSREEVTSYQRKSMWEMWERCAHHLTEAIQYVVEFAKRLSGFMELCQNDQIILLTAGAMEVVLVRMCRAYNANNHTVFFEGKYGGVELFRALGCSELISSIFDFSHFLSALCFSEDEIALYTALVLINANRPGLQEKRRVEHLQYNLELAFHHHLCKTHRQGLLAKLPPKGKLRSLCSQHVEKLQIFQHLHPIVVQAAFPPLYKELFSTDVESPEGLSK
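Schneider cells (Drosophila), stable Gal4 DBD–ROR gamma + UAS-luc; 1 hr cmpd preincubation; Cu2+ induction 700 uM final; 20 hr ambient; luminescence.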
BRCA1 expr up = activators of BRCA1 expression; MCF7-BRCA1-FFLuc reporter, luminescence, 48 h; response scale: scaled: vehicle 0%, 10 µM genistein 100%; Potency, µM (highest dose often 46.1 µM), for inactives: top-dose activation, most hits filed as activators; actives 1.1% (n = 380,000); further: nearly all actives have a fitted effect of over 80% in size; some results filed as inactive show a strong effect at the top dose
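Compounds are tested at multiple concentrations on MCF7 BRCA1-luciferase reporter cells seeded at 2000 per well; after 48 h, a single luminescence end-point is taken and curves fitted to the normalized data.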
Rab9 promoter act = activates the Rab9 promoter; Huh7 Rab9 promoter-luciferase reporter, luminescence, 24 h; AID 485297; Potency, µM (series often up to 9.22 µM), for the others: top-dose activation, negative = inhibition, most hits filed as activators; actives 2.8% (n = 320,000); further: % of control where 0% means no effect; nearly all actives have a fitted effect of over 60% in size
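Stable Rab9-luc Huh7, 1500 cells/well, 2 h settle; cmpd in DMSO, 24 h, 37 °C/5% CO2; luciferase reagent 10 min RT; luminescence.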
* hit, by the source's call; ? = inconclusive; · = no result given; [ ] = remark or other dose. Unless noted, the call rests on the fitted dose curve; in most records, active means well fitted curve in the direction sought with a large enough effect; inconclusive means small, poorly fitted or top-dose-only effect, or another doubt; inactive means no such curve, though single readings can be large; an effect the other way counts as inactive or inconclusive. Potency means the concentration at half of the fitted maximal effect. The order is random. Share with any hit: about 13%.

Screens by letter: A = NPC1 promoter act; B = ELG1 genotox; C = MBNL1 CUG block; D = VP16 counter; E = FLuc modulator; F = uPA generation; G = p53 reactivator; H = RORg inh; I = BRCA1 expr up; J = Rab9 promoter act
> Cc1ccc(C)c(NC(=O)COC(=O)CC2c3ccccc3CCN2S(=O)(=O)c2ccc(F)cc2)c1 (stereo not given)
  A = -1%; B = -8%; C = -18%; D = -11%; E = -2%; F = -3%; G = 0%; H = 35%; I = 9%; J = -2%
> O=C(Nc1nnc(S(=O)(=O)N2CCN(c3ccc(F)cc3)CC2)s1)c1ccccc1
  A = ?; B = 9%; C = 0%; D = -6%; E = ?; F = -13%; G = ?; H = ?; I = 78%; J = ?
> C[C@@H]1COC(=O)[C@H](Cc2ccc(F)cc2)CC/C=C\C[C@@H](CC(=O)NCCO)C(=O)N1
  A = ·; B = 1%; C = ·; D = ·; E = ·; F = -7%; G = -1%; H = ·; I = 4%; J = ·
> Cc1cc(=O)[nH]c(N/N=C/c2ccccc2Cl)n1
  A = 15%; B = 5%; C = 8%; D = 16%; E = -12%; F = -6%; G = 4%; H = -5%; I = 16%; J = 19%
> CCCCNC(=S)NNC(=O)c1cc(-c2ccncc2)nc2ccccc12
  A = -1%; B = 0%; C = 23%; D = -19%; E = 9.5µM*; F = -6%; G = -7%; H = 11µM*; I = -10%; J = 6%
> S=c1[nH]cnc2scc(-c3ccc(Br)cc3)c12
  A = -10%; B = -10%; C = 88%[activator]; D = 0.63µM*; E = 4%; F = 1%; G = 0%; H = 0.5µM*; I = 0%; J = -9%
> CCn1c(=O)c2c(O)cc(=O)oc2c2ccccc21
  A = 2%; B = -4%; C = -3%; D = -5%; E = 3%; F = ·; G = -4%; H = -10%; I = -13%; J = -3%
> COc1ccc(-n2c(C)c(C(C)=O)c(C(C)=O)c2C)cc1
  A = ?; B = -19%; C = 3%; D = 15%; E = 2%; F = -21%; G = -7%; H = -19%; I = 6%; J = -4%
> O=C(NCc1ccccn1)C(=O)NCC1OCCN1S(=O)(=O)c1ccc(F)cc1 (stereo not given)
  A = 10%; B = -1%; C = 5%; D = -3%; E = 0%; F = 2%; G = 4%; H = -17%; I = -2%; J = 2%
> Cc1cc(C)c2c(c1)cc(C)c1nnc(SCC(=O)Nc3ccc(S(=O)(=O)N4CCCCC4)cc3)n12
  A = -3%; B = 0%; C = ·; D = 0%; E = 6%; F = -11%; G = 6%; H = -9%; I = -35%; J = -5%
> CCn1nnnc1SCC(=O)NNC(=O)C1CCCCC1
  A = 0%; B = 0%; C = 1%; D = 4%; E = 2%; F = -2%; G = -5%; H = -21%; I = 4%; J = -3%
> O=C(c1ccc(Oc2ccc([N+](=O)[O-])cc2Cl)cc1)N1CCCC1
  A = -4%; B = -6%; C = ?; D = 0%; E = -2%; F = -4%; G = -2%; H = 22%; I = -11%; J = 0%
> COc1ccc(N2CC(C(=O)Nc3cccc(S(=O)(=O)N4CCCC4)c3)CC2=O)c(OC)c1 (stereo not given)
  A = -1%; B = 0%; C = ·; D = ·; E = 3%; F = -2%; G = 2%; H = ·; I = -21%; J = -5%
> COc1ccc(-n2c(C)ccc2C)c([N+](=O)[O-])c1
  A = 1%; B = 15%; C = ?; D = -1%; E = -4%; F = -5%; G = 2%; H = 5%; I = -3%; J = 3%
> CCOc1ccccc1NC(=O)c1oc2ccccc2c1NC(=O)C1CCCO1 (stereo not given)
  A = 1%; B = -7%; C = 1%; D = -14%; E = -6%; F = 3%; G = 17%; H = -37%; I = -66%; J = 5%

Looked up one by one from the list above (3):
Screens by letter: A = NPC1 promoter act; B = ELG1 genotox; C = MBNL1 CUG block; D = VP16 counter; E = FLuc modulator; F = uPA generation; G = p53 reactivator; H = RORg inh; I = BRCA1 expr up; J = Rab9 promoter act
> CCCCNC(=S)NNC(=O)c1cc(-c2ccncc2)nc2ccccc12
  A = -1%; B = 0%; C = 23%; D = -19%; E = 9.5µM*; F = -6%; G = -7%; H = 11µM*; I = -10%; J = 6%
> O=C(Nc1nnc(S(=O)(=O)N2CCN(c3ccc(F)cc3)CC2)s1)c1ccccc1
  A = ?; B = 9%; C = 0%; D = -6%; E = ?; F = -13%; G = ?; H = ?; I = 78%; J = ?
> CCn1c(=O)c2c(O)cc(=O)oc2c2ccccc21
  A = 2%; B = -4%; C = -3%; D = -5%; E = 3%; F = ·; G = -4%; H = -10%; I = -13%; J = -3%

The listing continues:
Screens by letter: A = NPC1 promoter act; B = ELG1 genotox; C = MBNL1 CUG block; D = VP16 counter; E = FLuc modulator; F = uPA generation; G = p53 reactivator; H = RORg inh; I = BRCA1 expr up; J = Rab9 promoter act
> Cc1ccc(S(=O)(=O)N2CCCC2)cc1C(=O)N1CCC(C)CC1
  A = -4%; B = 1%; C = -6%; D = 5%; E = 3%; F = 1%; G = 3%; H = 14%; I = -12%; J = -1%
> O=C(CCNC(=O)C1CCN(S(=O)(=O)c2ccccc2)CC1)NCc1cccc(C(F)(F)F)c1
  A = -2%; B = -10%; C = 1%; D = -12%; E = 3%; F = -3%; G = -7%; H = 32%; I = -18%; J = -6%
> Cn1cccc1Cc1nnc(SCC(=O)Nc2ccccc2F)n1CCc1ccccc1
  A = 0%; B = 0%; C = 0%; D = -4%; E = 3%; F = -5%; G = -4%; H = 24%; I = 1%; J = 1%
> COc1ccc(CNC(=O)c2ccncc2)cc1
  A = 0%; B = -4%; C = 5%; D = -2%; E = 0%; F = -22%; G = 11%; H = 13%; I = 0%; J = 7%
> CCN(CC)S(=O)(=O)c1cccc(NC(=O)COC(=O)c2cc(=O)c3ccccc3o2)c1
  A = -1%; B = 0%; C = 2%; D = 1%; E = 5%; F = -10%; G = -2%; H = 7%; I = -8%; J = 5%
> O=C1c2ccccc2C(O)(c2ncc[nH]2)N1C1CCCCC1 (stereo not given)
  A = 0%; B = 0%; C = -18%; D = 0%; E = -5%; F = -4%; G = 6%; H = 1%; I = -8%; J = 3%
> CNc1cc(N2CCCC2)ccc1[N+](=O)[O-]
  A = 1%; B = 8%; C = 20%; D = -3%; E = 0%; F = 0%; G = 10%; H = 11%; I = 44%; J = 16%
> Cc1nn(CCCC(=O)NCc2ccccc2)c(=O)c2nccn12
  A = -2%; B = 0%; C = 3%; D = 1%; E = 9%; F = 9%; G = 7%; H = 1%; I = 25%; J = -1%
> Cc1cc(C)cc(NC(=S)N2CCC(NC(=O)C3CC3)CC2)c1
  A = 0%; B = 0%; C = -2%; D = 21%; E = -1%; F = -1%; G = -2%; H = -15%; I = -8%; J = 0%
> Cc1ccc(NC(=O)C2CC(=O)N(CCc3ccccc3)C2)c(C)c1 (stereo not given)
  A = 1%; B = 0%; C = 5%; D = 4%[10 µM]; E = -1%; F = 4%; G = 2%; H = 7%; I = -11%; J = -7%
> Cc1nc(NCCc2ccc(O)cc2)c2nnn(Cc3ccccc3)c2n1
  A = 11%; B = 6%; C = 0%; D = 1%; E = 7%; F = -10%; G = ·; H = ?; I = -20%; J = 0%
> CCC(=O)Nc1cccc(NC(=O)CSc2nnc(-c3ccc(NS(C)(=O)=O)cc3)n2C)c1
  A = -1%; B = 2%; C = -11%; D = -8%; E = 1%; F = 0%; G = 8%; H = 6%; I = -25%; J = -1%
> O=C(NCc1ccc2c(c1)OCO2)C1CC(=O)N(c2ccc(O)cc2)C1 (stereo not given)
  A = 0%; B = 0%; C = -3%; D = 0%; E = 3%; F = 0%; G = 0%; H = -13%; I = 23%; J = -6%
> Cc1csc(C(=O)NN)c1N(C)C
  A = -4%; B = 2%; C = 0%; D = ?; E = -20%; F = 6%; G = 13%; H = 0.56µM*; I = 22%; J = -1%
> O=C(NCc1n[nH]c(=S)n1-c1ccccc1Cl)c1ccc(S(=O)(=O)N2CCCCC2)cc1
  A = -4%; B = 0%; C = -5%; D = 2%; E = -1%; F = 8%; G = 6%; H = 0%; I = 7%; J = -3%
> CCc1ccccc1NC(=O)c1ccc(F)c(S(=O)(=O)N2CCC(C(N)=O)CC2)c1
  A = 1%; B = -4%; C = -6%; D = -1%; E = 2%; F = 7%; G = 3%; H = 7%; I = -32%; J = 0%
> NC1=NN=C(N2N=C(c3ccccc3)CC2(O)C(F)(F)F)n2ncnc2C1 (stereo not given)
  A = 1%; B = 0%; C = 22%; D = ?; E = ?; F = 2%; G = -1%; H = 13µM*; I = 2%; J = 4%
> Cc1ccc(NC2CCCN(C(=O)Cc3nonc3C)C2)cc1C (stereo not given)
  A = -3%; B = 0%[9.26 µM]; C = -4%; D = -2%; E = 0%; F = 0%; G = -5%; H = 4%; I = 13%; J = -1%
> CN(Cc1ccccc1)C(=O)COC(=O)c1cc(=O)[nH]c2ccccc12
  A = ·; B = 7%; C = ·; D = ·; E = ·; F = -3%; G = 9%; H = ·; I = 9%; J = ·
> CCc1noc(N)c1C(=O)Nc1ccc(F)c(Cl)c1
  A = 0%; B = -1%; C = 3%; D = -3%; E = -2%; F = -4%; G = -3%; H = -7%; I = -6%; J = 1%
> CSCCNC(=O)c1ccc(OC2CCN(CCc3ccccc3)CC2)cc1
  A = 2%; B = 1%; C = -7%; D = -3%; E = -1%; F = -6%; G = -2%; H = -15%; I = 26%; J = 14%
> CS(=O)(=O)N1CCC(C(=O)Nc2ccccc2)CC1
  A = -2%; B = 1%; C = 1%; D = -6%; E = 0%; F = 39%[activator]; G = 8%; H = 0%; I = -1%; J = 2%
> CC1(C)O[C@@H]1COc1c2ccoc2cc2oc(=O)ccc12
  A = -2%; B = 3%; C = 6%; D = -5%; E = -22%; F = ?; G = -10%; H = 0%; I = -3%; J = -8%
